# FBW7 activator – human FBW7 E3 ligase activation, primary screen; AlphaScreen FBW7–phospho-cyclin E peptide binding, activator screen; Q969H0; normalized activity (activation), % at 26.1 µM; AID 1259310; hit rate 0.13% among 650,000; in the data active = normalized activity above about 1.9%;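 note: purified mutant Fbw7 with reduced substrate affinity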
# MITF inh – inhibitors of human MITF; AlphaScreen MITF homodimerization, bead proximity signal; inhibition, % at 2.6 µM; O75030; hit rate 0.91% among 650,000; in the data active = inhibition above about 50%;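 note: 0% = vehicle wells with protein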
# Target sequence (O75030 whole entry, looked up): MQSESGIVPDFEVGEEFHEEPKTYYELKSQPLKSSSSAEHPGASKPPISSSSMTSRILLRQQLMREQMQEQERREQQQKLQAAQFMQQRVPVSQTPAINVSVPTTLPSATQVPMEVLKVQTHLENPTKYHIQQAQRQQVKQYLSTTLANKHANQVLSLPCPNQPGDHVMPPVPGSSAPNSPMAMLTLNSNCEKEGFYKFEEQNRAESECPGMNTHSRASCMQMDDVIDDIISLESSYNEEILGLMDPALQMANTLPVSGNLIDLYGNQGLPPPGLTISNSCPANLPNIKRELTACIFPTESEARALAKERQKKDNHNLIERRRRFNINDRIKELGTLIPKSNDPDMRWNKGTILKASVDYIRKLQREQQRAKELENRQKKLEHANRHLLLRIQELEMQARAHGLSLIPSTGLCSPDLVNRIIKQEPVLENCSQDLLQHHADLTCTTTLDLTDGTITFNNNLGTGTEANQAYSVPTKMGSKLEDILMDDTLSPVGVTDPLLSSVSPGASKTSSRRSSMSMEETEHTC
# TEAD-YAP block – TEAD-YAP interaction inhibition; HEK-TIYL cells, TEAD-Gal4/YAP UAS-luciferase luminescence; inhibition, % at 9.12 µM; hit rate 1.4% among 640,000; in the data active = inhibition above about 32%;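 note: 0% = median of test compound wells and 100% = reference inhibitor wells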
# GPR151 ag – human GPR151 activation | activation, % at 11.2 µM | PathHunter beta-arrestin GPR151 cells, luminescence | Q8TDV0 | hit rate 1% among 650,000; in the data active = activation above about 4.9%;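 note: 0% = median of compound wells and 100% = cells with positive control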
# Target sequence (Q8TDV0 whole entry, looked up): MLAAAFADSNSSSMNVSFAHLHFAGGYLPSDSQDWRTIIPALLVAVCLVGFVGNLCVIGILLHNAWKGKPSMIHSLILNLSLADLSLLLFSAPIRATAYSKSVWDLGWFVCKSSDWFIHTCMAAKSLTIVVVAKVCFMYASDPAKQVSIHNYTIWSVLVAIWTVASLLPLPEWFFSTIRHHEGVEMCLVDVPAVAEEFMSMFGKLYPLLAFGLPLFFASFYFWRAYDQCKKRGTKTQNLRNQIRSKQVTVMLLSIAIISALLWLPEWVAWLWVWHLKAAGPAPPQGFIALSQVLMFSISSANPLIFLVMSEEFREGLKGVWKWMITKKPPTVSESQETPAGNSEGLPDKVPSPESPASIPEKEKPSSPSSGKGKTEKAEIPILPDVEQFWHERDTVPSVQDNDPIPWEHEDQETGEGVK
# Starred values were filed as active, the others as inactive. Rows are unselected; any-hit rate near 3.5%.
molecule	FBW7 activator	MITF inh	TEAD-YAP block	GPR151 ag
CCCCOC(=O)CSCC(=O)N1N=C(c2cccs2)CC1c1ccc(F)cc1 (stereo not drawn)	-0.1	-8.4	-0.6	0.6
COCCOC(=O)C1=C(C)NC(=O)NC1c1c(OCc2ccccc2)ccc2ccccc12 (stereo not drawn)	-0.1	3.5	-25.2	0.3
COC(=O)C1CCN(Cc2ccc3c(c2)CN(C(=O)Cc2cccc(F)c2)CCO3)CC1	2.1*	17.9	5.6	-0.9
O=C(/C=C/c1ccc([N+](=O)[O-])cc1)Nc1cc2cccc([N+](=O)[O-])c2oc1=O	0.2	16.4	3.6	-1.5
CS(=O)(=O)c1ccc(N2CCCC(C(F)(F)F)C2)c([N+](=O)[O-])c1 (stereo not drawn)	-0.2	-6.1	1.2	0.3
COC(=O)c1c(NC(=O)C(C(C)C)N2C(=O)c3ccccc3C2=O)sc2c1CCC(C)C2 (stereo not drawn)	0.6	19.9	1.7	-0.1
CC(=O)NC(CC(C)C)c1nnc2n1CCN(C(=O)c1ccc3c(c1)OCO3)CC2 (stereo not drawn)	-0.1	2.3	3.1	2.0
C=CCC1(NCc2ccco2)CCN(C)CC1	-0.1	63.1*	-3.8	0.3
CCn1c(C)nc2cc(C(=O)OC)ccc21	0.1	-0.8	-19.8	-1.0
CC(=O)NC1C(OCc2ccccc2Cl)OC(COC(C)=O)C(OC(C)=O)C1OC(C)=O (stereo not drawn)	0.2	-3.5	10.6	0.5
CCC(=O)N1CCc2cc(S(=O)(=O)NCCC(=O)Nc3ccc(C)cc3)ccc21	0.2	-6.5	3.7	0.7
CCCCCOC(=O)C1=C(C)NC2=C(C(=O)CCC2)C1c1ccc(CC)cc1 (stereo not drawn)	0.7	11.2	7.2	-0.6
CC(=O)/C(N=Nc1ccc(C(=O)O)cc1[N+](=O)[O-])=C(\C)O	-0.1	21.6	7.5	-3.8
CC(=O)Nc1cccc(NC(=O)CSc2nc(-c3ccco3)cc(C(F)(F)F)n2)c1	0.2	7.8	42.0*	2.3
CCCOc1ccc(C2Nc3ccccc3C(=O)N2c2ccc(F)cc2)cc1 (stereo not drawn)	-0.1	10.2	-27.7	-0.1
O=C(NC1CCCCCCC1)C1CCCN1S(=O)(=O)c1cccc2nsnc12 (stereo not drawn)	-0.6	17.1	6.6	-1.4
COc1cccc(NC(=O)NC2(C(=O)NC3CC3)CCCCC2)c1	-0.2	6.8	2.1	0.5
O=C(Nc1ncc(S(=O)(=O)c2ccc([N+](=O)[O-])cc2)s1)C(F)(F)F	-0.1	3.8	5.5	0.2
O=C(NC(=S)NCc1ccco1)c1cccs1	-0.1	10.7	8.4	0.7
O=C(CSc1nnc(NC(=O)C2CCCCC2)s1)Nc1nccs1	-0.1	-0.8	3.4	-0.4
O=C1COc2cc(S(=O)(=O)N3CCCCCC3)ccc2N1	0.0	4.0	-1.6	0.0
CCC(CC)C(=O)Nc1cc(NC(=O)C(CC)CC)cc(C(=O)O)c1	0.9	9.8	10.2	-1.5
CC(C)Oc1ccc(CNCCC2(O)CC(C)N(C)CC2C)cc1 (stereo not drawn)	-0.2	-0.5	-0.3	-0.5
CC(C)CCCC(C)NC(=O)Cc1ccccc1 (stereo not drawn)	0.4	6.7	-3.4	0.5
CCCNC(=O)c1ccc(-c2csc3ccccc23)s1	0.2	6.0	-11.8	-1.8

# Part of the list above, showing only GPR151 ag:
molecule | GPR151 ag
O=C(Nc1ncc(S(=O)(=O)c2ccc([N+](=O)[O-])cc2)s1)C(F)(F)F | 0.2
O=C(NC(=S)NCc1ccco1)c1cccs1 | 0.7
O=C(CSc1nnc(NC(=O)C2CCCCC2)s1)Nc1nccs1 | -0.4
O=C1COc2cc(S(=O)(=O)N3CCCCCC3)ccc2N1 | 0.0

# More entries:
molecule	FBW7 activator	MITF inh	TEAD-YAP block	GPR151 ag
O=C(CNC(=O)c1ccc(Br)o1)NNC(=O)C12CC3CC(CC(C3)C1)C2	0.0	-3.0	0.5	-0.9
CC1=C(C(=O)OCc2ccccc2)C(c2cccs2)C2=C(CC(C)(C)CC2=O)N1 (stereo not drawn)	-0.1	-1.9	0.0	0.2
CC(C)OCCCNC(=O)c1oc(=O)c2ccccc2c1-c1ccccc1	-0.2	-1.7	4.3	0.5
NC(=O)CSc1nnc(CSc2nc3ccccc3s2)n1Cc1ccccc1	-0.1	-2.8	1.0	-0.7
COc1ccc(N2CCN(C(=O)COc3ccc(C(C)(C)C)cc3)CC2)c([N+](=O)[O-])c1	0.4	26.0	4.0	0.5
CCCN1CNC(=S)N(c2ccccc2C)C1	-0.2	-0.7	-4.1	-0.8
CC1(C)CC2CC(C)(CN2C(=O)c2ccc(N)cc2)C1 (stereo not drawn)	0.1	15.8	-12.5	-1.9
O=C(CN1CCC(n2nnc3cc(F)ccc32)CC1)Nc1ccccc1N1CCOCC1	0.1	4.3	-3.7	1.0
COc1cccc(CNC(=O)c2cc3c(=O)[nH]c4ccccc4c3n2C)c1	0.2	8.6	6.6	1.5
CCOC(=O)C1(Cc2cccc(F)c2)CCN(C)CC1	0.4	8.5	-6.5	-1.9
Cc1cc(C)c(C#N)c(Oc2cccc(N)c2)n1	-0.2	-0.4	-11.9	4.9
CC(C)c1cc(-c2n[nH]c(=S)n2CC2CCCO2)cs1 (stereo not drawn)	-0.1	0.4	6.3	0.6
CC(=O)NC(NS(=O)(=O)c1ccccc1)(C(F)(F)F)C(F)(F)F	-0.1	7.9	4.7	-0.5
COc1ccccc1-c1ccc(=O)n(CC(=O)Nc2ccc(S(=O)(=O)N(C)C)cc2)n1	-0.1	3.7	-3.4	2.8
O=c1cc(Nc2ccccc2)[nH]c2s[nH]c(=O)c12	0.3	10.4	12.8	1.4
Cc1ccc(-c2ccc(=O)n(CC(=O)NCCN3CCCCC3C)n2)cc1 (stereo not drawn)	0.3	8.8	1.4	-0.9
CCN(CC)C(=O)CSc1nnc(COc2ccc(C3CCCCC3)cc2)n1-c1ccccc1	0.5	20.8	-6.8	0.1
CNC(=O)C(C)NC(=O)C12CC3CC(CC(C3)C1)C2 (stereo not drawn)	0.0	7.0	-4.1	0.8
CC(C)NC(=O)CSCc1cnn(-c2ccccc2)c1-n1cccc1	-0.3	-1.3	-19.1	0.2
O=C(C1CCCO1)N1CCC[C@@H]2CN(Cc3ccsc3)CC[C@H]21 (stereo partly drawn)	0.0	2.4	-3.5	-0.5
Cc1nc2c(C)cccn2c1C(=O)NCc1cccnc1	0.8	24.0	0.9	0.2
CCn1c(=O)c2c(nc3n(C)c(C)cn23)n(C)c1=O	-0.1	5.8	22.3	8.0*
Cc1cccn2c(CNCC(C)(C)N3CCOCC3)c(C(=O)N3CCCCC3)nc12	0.0	-9.5	4.7	0.5
CCCN(Cc1cccs1)C(=O)Nc1ccc(OC)cc1	0.0	7.9	-35.0	-4.3
O=C1C(c2ccccc2F)N(C2CCCCC2)C(=O)CN1C1CCCCCC1 (stereo not drawn)	0.3	11.4	8.3	0.5
CCN(CC)S(=O)(=O)c1ccc(N/N=C/c2ccc3c(c2)OCO3)c([N+](=O)[O-])c1	0.8	14.2	-2.4	-0.7
O=C(COC(=O)C1C=CCCC1)c1cccc([N+](=O)[O-])c1 (stereo not drawn)	0.1	12.4	6.4	-0.5
CCC(c1nnnn1CC1CCCO1)N1CCN(c2cccc(C)c2C)CC1 (stereo not drawn)	0.0	9.4	4.0	2.4
Cc1ccccc1CN1C(=O)CSc2ccc(C(=O)NCc3cccs3)cc21	0.1	2.1	9.1	2.5
COCCNC(=O)c1ccc(-c2ccccc2)nc1NCC1CC1	0.0	15.8	-0.2	-0.6
CCOC(=O)c1c(NC(=O)c2nc(SC)ncc2Cl)sc2c1CCC2	0.2	7.4	2.2	-0.6
CCOC(=O)C1CCCN(C(=S)NC2CC2)C1 (stereo not drawn)	0.5	14.4	10.6	0.3
COC(=O)c1ccc(OC(=O)CS(=O)c2ccc(C(F)(F)F)cc2[N+](=O)[O-])cc1 (stereo not drawn)	0.0	15.3	6.3	0.6
Cc1cccc(-c2nc(C(N)=O)c3[nH]c(=O)n(CCc4ccccc4)c3n2)c1	-0.2	-6.0	5.1	-0.7
COc1ccc(C(=O)NCCc2cc3ccc(C)cc3[nH]c2=O)cc1	0.0	-8.4	7.0	-0.2
CCCNc1cc(C)nc(-c2ccc(OC)cc2)n1	0.0	20.0	-79.5	-0.8
CCOc1ccc(N/C(N)=N/c2nc(C)cc(C)n2)cc1	0.1	-12.2	16.0	-0.2
C=CCC(=O)N1CCCC(C(=O)Nc2cccc(-c3ccc(F)cc3)c2)C1 (stereo not drawn)	0.2	3.7	5.7	0.8
O=C1N(Cc2c(F)cc(F)cc2F)CCN1c1ccc2c(c1)OCO2	-0.1	5.3	-30.1	1.2
COc1cc(=O)n2c(c1C(=O)N1CCSCC1)CCN(Cc1cccc(O)c1)CC2	0.2	9.3	-2.7	0.6
O=C(Nc1ccc(I)cc1)C1CCCN1C(=O)c1cccs1 (stereo not drawn)	-0.2	7.7	10.2	0.5
COc1cccc(N2C(=O)NC(=O)/C(=C/c3cc(OC)c(OC)cc3OC)C2=O)c1	0.0	5.5	-5.8	4.1
CC1CCc2nc(NNC(=O)CN3CCCC3)nc(C(F)(F)F)c2C1 (stereo not drawn)	-0.1	-0.3	2.4	0.9
CN(C)CCNC(=O)c1ccc(Cl)cc1Cl	0.6	10.9	4.7	-0.1
Cc1cc(N2C3CCC2CC(O)(c2cccc(F)c2)C3)nc(N)n1 (stereo not drawn)	0.0	-9.6	4.8	0.4
Cc1onc(-c2ccccc2Cl)c1C(=O)Oc1cc(N)n(S(=O)(=O)c2ccc(F)cc2)n1	-0.1	-55.8	7.2	2.2
O=C(NC(N1CCCCC1c1cccnc1)(C(F)(F)F)C(F)(F)F)c1ccc(F)cc1 (stereo not drawn)	-0.2	-7.6	-8.7	-0.2
COc1ccc(-n2c(O)c(/C=C3\C=CC=N3)c(=O)[nH]c2=O)cc1	0.0	1.2	3.2	-0.9
C=COCC(COC=C)(COC=C)COC=C	-0.1	13.5	1.4	5.2*
COC(=O)C(C(=O)OC)c1nc2ccccc2nc1Cl	0.1	-15.9	1.9	0.0

# Some of the entries so far, field by field:
CCOc1ccc(N/C(N)=N/c2nc(C)cc(C)n2)cc1
  FBW7 activator: 0.1 | MITF inh: -12.2 | TEAD-YAP block: 16.0 | GPR151 ag: -0.2

C=CCC(=O)N1CCCC(C(=O)Nc2cccc(-c3ccc(F)cc3)c2)C1 (stereo not drawn)
  FBW7 activator: 0.2 | MITF inh: 3.7 | TEAD-YAP block: 5.7 | GPR151 ag: 0.8

# The listing picks up; the 5 compounds before the break are reprinted first.
molecule	FBW7 activator	MITF inh	TEAD-YAP block	GPR151 ag
Cc1onc(-c2ccccc2Cl)c1C(=O)Oc1cc(N)n(S(=O)(=O)c2ccc(F)cc2)n1	-0.1	-55.8	7.2	2.2
O=C(NC(N1CCCCC1c1cccnc1)(C(F)(F)F)C(F)(F)F)c1ccc(F)cc1 (stereo not drawn)	-0.2	-7.6	-8.7	-0.2
COc1ccc(-n2c(O)c(/C=C3\C=CC=N3)c(=O)[nH]c2=O)cc1	0.0	1.2	3.2	-0.9
C=COCC(COC=C)(COC=C)COC=C	-0.1	13.5	1.4	5.2*
COC(=O)C(C(=O)OC)c1nc2ccccc2nc1Cl	0.1	-15.9	1.9	0.0
NC(=O)c1cccc(-c2nc(-c3ccc(F)cc3)cnc2N)c1	-0.1	6.8	-1.8	-0.7
O=c1n(CCBr)c(=O)n(CCBr)c(=O)n1CCBr	-0.3	15.6	4.7	-0.5
Cc1nc2c3ccccc3nc(SCc3ccc(C#N)cc3)n2n1	0.2	-1.7	0.4	0.8
COc1cccc(-n2cc(CN(C)Cc3nc(-c4cccs4)no3)cn2)c1	0.0	6.3	1.5	0.9
COc1ccc(S(=O)(=O)N2C3CCC2CC(=O)NC3)cc1 (stereo not drawn)	-0.1	1.9	4.7	2.8
O=C(NC1CC(=O)N(c2ccc(F)cc2)C1)N1CCC(O)CC1 (stereo not drawn)	0.2	14.4	4.5	-0.8
O=C(CCSc1ccccc1)N1CCN(c2ccc3nnc(-c4ccco4)n3n2)CC1	-0.3	-0.3	18.2	1.3
CCOC(=O)c1ccc(NC(=O)Cn2cnc3c(cnn3C(C)(C)C)c2=O)cc1	0.1	-6.7	14.0	-0.5
Cc1oc(-c2ccccc2)nc1CCO	-0.1	-1.3	-5.5	1.6
COc1cc2c(cc1OC)n(CC(=O)NCCc1ccc(C)cc1)n1c(C)cc(=O)nc21	-0.3	7.4	12.9	0.0
CCOc1cc(C(=O)O)c(N)cc1OC	0.0	11.3	-0.6	-0.4
CCCN1CCC2(CC1)NC(=O)N(CC(=O)N1CCN(c3ccccc3)CC1)C2=O	0.1	17.9	0.4	0.3
Cc1cc(C)c(S(=O)(=O)N2CCCc3ccccc32)cc1[N+](=O)[O-]	-0.3	2.1	5.8	-1.1
Cc1ccc(S(=O)(=O)N2CCCCC2)cc1C(=O)O	0.1	14.4	3.5	0.0
O=C(c1ccccc1)c1ccc2c(c1)OCCO2	-0.1	4.5	-31.4	0.8
CSCC(=O)NCc1c(C)ncc2c1CCN(C(=O)Cc1c(F)cc(F)cc1F)C2	0.5	12.6	-1.8	1.1
Cc1ccc(C)c(NC(=O)C(CC(C)C)NS(=O)(=O)c2ccc3c(c2)oc(=O)n3C)c1 (stereo not drawn)	0.0	5.7	15.9	4.1
CSc1ccc(C(C(C(=O)c2ccco2)N2CCOCC2)N2CCOCC2)cc1 (stereo not drawn)	-0.1	4.3	-14.1	0.3
